MsrA inh: inhibitors of bovine MsrA | purified bovine MsrA, absorbance read-out | inhibition, % at 15.5 µM | 360,000 tested, 0.75% active | AID 651718; in the data active = inhibition above about 4.5%;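 note: 0% = vehicle wells with enzyme and 100% = reference inhibitor wells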
CendR NRP1 mod: NRP-1/CendR interaction modulation; FAM-RPARPAR peptide binding to NRP-1, fluorescence polarization; inhibition, % at 25 µM; 360,000 tested, 0.85% active;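 active = inhibition or corrected inhibition above about 18%, plus a signal ratio from 0.5 to 1.5, limit read from the data, passing the limit was not always enough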; note: strong numbers were not always called active
eLon inh: inhibits E. coli Lon protease. purified E. coli Lon protease, fluorescence polarization. inhibition, % at 7.94 µM. 360,000 tested, 0.42% active. AID 602123; in the data active = inhibition above about 13%, passing the limit was not always enough;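 note: 0% = enzyme with probe and DMSO and 100% = no enzyme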
Target sequence (P0A9M0 whole entry, looked up): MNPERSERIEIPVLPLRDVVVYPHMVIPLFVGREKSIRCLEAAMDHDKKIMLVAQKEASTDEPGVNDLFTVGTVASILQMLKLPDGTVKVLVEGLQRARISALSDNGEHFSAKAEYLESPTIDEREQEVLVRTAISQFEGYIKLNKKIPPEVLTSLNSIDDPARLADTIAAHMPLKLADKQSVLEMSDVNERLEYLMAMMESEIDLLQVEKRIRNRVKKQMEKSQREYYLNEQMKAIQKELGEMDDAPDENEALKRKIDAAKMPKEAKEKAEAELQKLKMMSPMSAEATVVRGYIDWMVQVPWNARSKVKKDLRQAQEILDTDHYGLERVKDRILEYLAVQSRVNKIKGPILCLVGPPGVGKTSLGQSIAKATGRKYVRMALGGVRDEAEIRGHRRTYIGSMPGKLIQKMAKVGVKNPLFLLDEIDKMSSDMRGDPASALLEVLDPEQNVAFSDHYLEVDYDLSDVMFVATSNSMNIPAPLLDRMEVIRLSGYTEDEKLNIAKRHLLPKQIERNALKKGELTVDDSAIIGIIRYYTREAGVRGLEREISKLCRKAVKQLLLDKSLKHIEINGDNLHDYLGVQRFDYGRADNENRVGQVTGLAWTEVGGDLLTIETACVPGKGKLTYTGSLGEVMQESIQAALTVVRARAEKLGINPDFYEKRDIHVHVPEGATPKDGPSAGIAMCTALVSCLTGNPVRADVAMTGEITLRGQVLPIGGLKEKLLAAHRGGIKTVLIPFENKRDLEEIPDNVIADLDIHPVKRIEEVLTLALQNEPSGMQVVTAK
Rin1 Abl inh: inhibitors of human Rin1-Abl protein interaction; AID 588664; TR-FRET Rin1/Abl binding, biochemical; 360,000 tested, 0.4% active; inhibition, % at 7.35 µM; P00519+Q13671; in the data active = inhibition above about 5%, passing the limit was not always enough
FAS TE block: FAS thioesterase (human) inhibition; recombinant FAS-TE, OMFH fluorogenic substrate, fluorescence endpoint; inhibition, % at 15 µM; 360,000 tested, 0.67% active; AID 602261;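 active = compounds whose normalised, plate-corrected inhibition of enzyme fluorescence in the single-dose primary screen is 50% or more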;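 note: 0% = DMSO with enzyme and 100% = substrate without enzyme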
bovine MsrA act: bovine methionine sulfoxide reductase A activation. AID 602163. activation, % at 10.6 µM. purified bovine MsrA, absorbance read-out. 360,000 tested, 0.3% active; in the data active = activation above about 7.5%;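 note: 0% = vehicle and 100% = reference activator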
SKN-1 block: inhibitors of C. elegans SKN-1 | AID 624304 | 360,000 tested, 0.49% active | inhibition, % at 21.8 µM | C. elegans VP596 Pgst-4::GFP/RFP ratio, acrylamide-induced, 24 h;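 active = interference check ratio from 0.5 to 1.5 plus GFP to RFP signal ratio inhibition reaching or exceeding a fixed threshold, cut at about 30% in these data, passing the limit was not always enough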; note: some compounds called inactive have numbers as strong as hits
Neddyl block: cullin neddylation inhibition; P61081+Q13564; calls only at 25 µM; TR-FRET cullin neddylation, biochemical; 360,000 tested, 0.58% active; in the data active = inhibition above about 36%
MT1-MMP act inh: blocks activation of human MT1-MMP. P50281. HT1080 RFP-PRO-GFP cells, GFP/RFP ratio fluorescence, overnight; percent of plate control window, DMSO zero. GFP/RFP ratio change, % at 20 µM. 360,000 tested, 0.061% active. AID 651647;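 active = GFP/RFP ratio change of at least 30% with cell ATP level not reduced by more than half and red fluorescence within 50% of control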; note: strong numbers were not always called active
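Assay system: HT1080 cells carrying an RFP-PRO-GFP reporter | Dosing: Single dose of 20 µM compound, 1% DMSO final | Incubation: Cells overnight before dosing, compound overnight, 37 °C, 5% CO2 | Evaluation: GFP/RFP fluorescence ratio | Control set: DMSO and RFP-L50D-GFP cell wells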
Starred values were filed as active, the others as inactive; i = inactive; / = no result given.

SMILES	MsrA inh	CendR NRP1 mod	eLon inh	Rin1 Abl inh	FAS TE block	bovine MsrA act	SKN-1 block	Neddyl block	MT1-MMP act inh
COc1ccc(CCNC(=S)NCc2cccs2)cc1OC	2.0	15	0	-2	7	-1	-7	i	-1
Oc1c(Cl)cc(Cl)c(Cl)c1Cc1c(O)c(Cl)cc(Cl)c1Cl	0.9	-29	-4	5	84*	-3	11	i	-3
Cc1ccc([N+](=O)[O-])cc1S(=O)(=O)N1CCCCC1C(=O)O (configuration not stated)	-0.2	9	-1	4	-4	-1	-3	i	-1
Cn1c(=O)c2c(nc(NCc3ccc4c(c3)OCO4)n2Cc2ccccc2Cl)n(C)c1=O	1.2	8	-3	-2	0	-7	-2	i	-4
COc1ccccc1NC(=S)c1ccccc1	2.2	1	1	-2	-4	-2	16	i	3
CCOC(=O)C1=CCN(S(=O)(=O)c2ccccc2Cl)C1c1ccc(C)cc1 (configuration not stated)	-0.8	18	4	0	36	0	37	i	-2
CCOc1ccc(S(=O)(=O)N2CCN(C(=S)NCC3CCCO3)CC2)cc1 (configuration not stated)	0.2	0	-7	1	-2	2	30	i	2
Cc1ccc(-c2nnn(CC(=O)N(Cc3ccccc3F)C(C(=O)NC3CCCC3)c3ccncc3)n2)o1 (configuration not stated)	-2.3	-20	5	1	-3	-2	7	i	-4
O=C(Nc1ccc(Cl)cc1)c1cc(S(=O)(=O)N2CCOCC2)cs1	-0.6	-2	-11	0	10	-4	-2	i	-2
CN1CCN(C(=O)/C(=C\c2ccc3c(c2)OCO3)NC(=O)c2cccs2)CC1	4.2	-4	6	2	-7	-8	-3	i	4
C[C@@H]1CN([C@H](C)CO)C(=O)CCCn2cc(nn2)CO[C@H]1CN(C)S(=O)(=O)c1ccc(Oc2ccccc2)nc1	-0.4	1	-2	1	-15	0	14	i	-5
CCc1cc(=O)oc2cc(OCC(N)=O)c(Cl)cc12	0.9	6	-5	-1	-7	-10	-11	i	4
COC(=O)c1cccc(NC(=O)C(C)N2C(=O)c3ccccc3C2=O)c1 (configuration not stated)	0.5	7	-1	-2	-4	-1	-5	i	1
CN(CCOc1ccc(Cl)cc1)C(=O)c1cccc(S(=O)(=O)N2CCN(c3ccccc3)CC2)c1	0.3	7	-16	-2	32	0	9	i	12
COc1ccc(S(=O)(=O)N2CCCCCC2)cc1C(=O)N(C)Cc1ccc(Cl)cc1Cl	0.0	5	5	1	26	-4	2	i	0
O=c1[nH][nH]c2nc(C(F)(F)F)cc(C(F)(F)F)c12	-0.6	7	-1	-3	-6	-7	3	i	6
COc1ccccc1[C@]1(C)ON(c2ccccc2C(F)(F)F)C1=O	1.6	1	0	1	10	-1	-11	i	1
COCCN(C(=O)COC(=O)c1ccccc1NCc1ccco1)c1c(N)n(Cc2ccccc2)c(=O)[nH]c1=O	1.0	-16	-2	-2	-2	1	13	/	-1
Cc1c(NC(=O)c2c([N+](=O)[O-])cnn2C)c(=O)n(-c2ccccc2)n1C	-0.7	4	1	2	-3	-3	10	i	-3
O=C(CSc1ccc(Cl)cc1)NN=C1CCCCCC1	2.0	-5	-3	2	2	9.0*	-3	i	2
O=C(Cc1ccccc1)Nc1ccc(SC(F)F)cc1	0.2	0	-4	-2	10	-3	14	i	5
COc1ccc(C(=O)NCc2oc(-c3ccccc3)cc2C(=O)O)cc1	-0.4	-2	-3	2	-4	-1	21	i	6
CCc1ccc(/C=C2/SC(=S)N(CCC(=O)Nc3cccnc3)C2=O)cc1	-0.3	31	-16	-6	-3	-2	10	i	-4
COc1ccc(C2C(C#N)=C(C)NC3=C2C(=O)c2ccccc23)cc1 (configuration not stated)	1.6	-2	-3	4	23	-1	6	i	-1
O=S(=O)(c1cc(Cl)sc1Cl)N1CCCC1	0.0	12	8	-3	-2	-1	-8	i	2

Profiles as entered above. Order of screens: MsrA inh	CendR NRP1 mod	eLon inh	Rin1 Abl inh	FAS TE block	bovine MsrA act	SKN-1 block	Neddyl block	MT1-MMP act inh
`COc1ccccc1[C@]1(C)ON(c2ccccc2C(F)(F)F)C1=O` is listed with 1.6	1	0	1	10	-1	-11	i	1
`O=C(Nc1ccc(Cl)cc1)c1cc(S(=O)(=O)N2CCOCC2)cs1` is listed with -0.6	-2	-11	0	10	-4	-2	i	-2

Only eLon inh (7 entries from above):
SMILES | eLon inh
COc1ccc(CCNC(=S)NCc2cccs2)cc1OC | 0
Oc1c(Cl)cc(Cl)c(Cl)c1Cc1c(O)c(Cl)cc(Cl)c1Cl | -4
Cc1ccc([N+](=O)[O-])cc1S(=O)(=O)N1CCCCC1C(=O)O (configuration not stated) | -1
Cn1c(=O)c2c(nc(NCc3ccc4c(c3)OCO4)n2Cc2ccccc2Cl)n(C)c1=O | -3
COc1ccccc1NC(=S)c1ccccc1 | 1
CCOC(=O)C1=CCN(S(=O)(=O)c2ccccc2Cl)C1c1ccc(C)cc1 (configuration not stated) | 4
CCOc1ccc(S(=O)(=O)N2CCN(C(=S)NCC3CCCO3)CC2)cc1 (configuration not stated) | -7

The listing continues.
SMILES	MsrA inh	CendR NRP1 mod	eLon inh	Rin1 Abl inh	FAS TE block	bovine MsrA act	SKN-1 block	Neddyl block	MT1-MMP act inh
CC(C)CNC(=O)c1ccc(NC(=O)c2cccs2)cc1	-0.8	-6	6	-5	-14	-2	6	i	-2
Cc1cc(NCc2ccccc2Cl)n2nnnc2n1	-0.1	1	0	-2	-2	0	26	i	1
O=C(c1cc(-c2cccs2)nc2ccccc12)N1CCN(c2ccccc2)CC1	2.2	-5	0	2	50*	-6	12	i	-8
CC1CN(C(=O)COC(=O)c2ccc(N)c([N+](=O)[O-])c2)CC(C)O1 (configuration not stated)	-0.4	15	3	-3	-6	-8	6	i	1
O=C(Nc1ccc(Sc2ccc(Br)cc2)cc1)c1ccco1	-0.4	0	4	-5	35	-3	8	i	4
COC(=O)c1ccc(CNC(=O)CSc2nnc(COc3ccccc3)n2C)o1	0.6	-12	9	-2	0	1	23	i	3
CCOC(=O)C(CC)(CC)C(=O)/C=C/c1ccc(OC)cc1	0.9	-7	9	-2	4	-13	-9	i	-1
CCCCCn1c(N2CCC(Cc3ccccc3)CC2)nc2c1c(=O)[nH]c(=O)n2C	/	-5	-2	-2	24	-2	-14	i	-8
Cc1ccc(NS(=O)(=O)c2ccc(-c3coc(C)n3)cc2)c(C)c1	-0.4	11	-11	0	6	-3	-20	i	1
O=C(NCCCn1ccnc1)/C(=C/c1ccco1)NC(=O)c1ccco1	0.6	5	0	2	-5	-3	-8	i	2
CC(C)(C)NC(=O)NC(=O)COc1ccccn1	1.0	4	-2	1	-2	-2	24	i	-5
N/C(=N\OC(=O)Cc1ccccc1)c1cccnc1	-0.6	-4	-9	1	-8	-1	-8	i	0
COc1ccc([N+](=O)[O-])cc1NC(=O)CCc1ccccc1	2.6	-8	15	0	48	-2	12	i	3
O=C(c1ccccc1)c1ccc(-n2ccnc2)c([N+](=O)[O-])c1	-1.2	1	8	-1	-92	0	-2	i	1
CN(C)c1cccc(C(=O)OC(C(=O)Nc2ccc([N+](=O)[O-])cc2Br)c2ccccc2)c1 (configuration not stated)	1.2	-1	5	-3	21	-2	6	i	3
O=S(=O)(NCC1CCCO1)c1cc(Cl)ccc1Cl (configuration not stated)	-0.6	10	-5	3	-4	-5	-5	i	-1
CC1CN(CCCSc2ccc(Cl)cc2)CC(C)O1 (configuration not stated)	-0.5	-6	-1	-3	4	-2	4	i	3
COCCCN1C(=O)c2ccc(C(=O)OCC(=O)NCc3ccccc3OC)cc2C1=O	1.2	-4	1	0	0	-2	10	i	-1
CCOc1ccc(NC(=O)c2cc3c(C)nc4ccccc4c3o2)cc1	-0.2	-6	0	-1	-2	-7	8	/	10
NC(=O)c1cnn(C2CCS(=O)(=O)C2)c1 (configuration not stated)	-0.6	-4	1	6	-11	-3	17	i	0
CCOC(=O)Nc1ccc(Cc2ccncc2)cc1	-0.9	11	1	-1	-5	-2	6	i	-2
CNc1cncc(-c2ccc(F)c(F)c2)n1	2.5	14	-4	-2	-6	-9	0	/	-2
O=C(CCCn1c(=S)[nH]c2cc3c(cc2c1=O)OCO3)N1CCN(c2ccccn2)CC1	-0.4	-20	-9	-1	3	18*	-15	i	-3
COc1ccc(-c2noc(CSc3nc4ccccc4c(=O)n3-c3ccccc3)n2)cc1	2.2	-1	0	2	34	2	-13	i	5
O=C1CCC(C(=O)NCc2ccc3c(c2)OCO3)N1 (configuration not stated)	0.5	6	0	-4	-8	-9	-6	i	2

4 successive compounds already listed, quoted:
SMILES	MsrA inh	CendR NRP1 mod	eLon inh	Rin1 Abl inh	FAS TE block	bovine MsrA act	SKN-1 block	Neddyl block	MT1-MMP act inh
CNc1cncc(-c2ccc(F)c(F)c2)n1	2.5	14	-4	-2	-6	-9	0	/	-2
O=C(CCCn1c(=S)[nH]c2cc3c(cc2c1=O)OCO3)N1CCN(c2ccccn2)CC1	-0.4	-20	-9	-1	3	18*	-15	i	-3
COc1ccc(-c2noc(CSc3nc4ccccc4c(=O)n3-c3ccccc3)n2)cc1	2.2	-1	0	2	34	2	-13	i	5
O=C1CCC(C(=O)NCc2ccc3c(c2)OCO3)N1 (configuration not stated)	0.5	6	0	-4	-8	-9	-6	i	2

(cont.)
SMILES	MsrA inh	CendR NRP1 mod	eLon inh	Rin1 Abl inh	FAS TE block	bovine MsrA act	SKN-1 block	Neddyl block	MT1-MMP act inh
CN(CC(=O)Nc1ccc(OC(F)(F)F)cc1)S(=O)(=O)c1cnc[nH]1	-0.1	4	-2	1	-17	0	5	i	3
Cc1ccc(C(CC(=O)c2ccco2)SCCO)cc1 (configuration not stated)	-0.2	0	2	1	-9	-11	9	i	-5
O=C(O)CCCCCN=C1CCc2ccccc2N1	-0.5	9	-4	2	-6	-1	7	i	6
O=[N+]([O-])/C(=C\Nc1ccccc1)S(=O)(=O)c1ccccc1	-0.5	-18	0	3	-8	-1	16	i	1
O=C(Cc1ccccc1)c1c[nH]c(C(=O)O)c1	-0.3	3	0	3	-5	-4	0	i	2
O=C(O)CCc1nn2c3ccccc3n(Cc3ccccc3F)c2nc1=O	0.9	13	-10	1	-7	-4	-6	/	-2
Cc1nc(NCCc2ccc(S(N)(=O)=O)cc2)c2c3c(sc2n1)CCC3	1.8	-36	-22	2	-6	-4	-12	i	-7
COc1cc(OC)c(C(=O)OCC(=O)Nc2c(C)n(C)n(-c3ccccc3)c2=O)cc1OC	1.6	0	-7	2	-6	-1	10	i	-2
COc1cc(C(=O)OCCCN2CCCN(CCCOC(=O)c3cc(OC)c(OC)c(OC)c3)CC2)cc(OC)c1OC	-0.9	4	9	3	0	-2	16	i	1
Cc1ccccc1NC(=S)NCC(c1cccnc1)N(C)C (configuration not stated)	1.9	-15	-2	0	-11	-3	5	i	7
CCc1ccccc1N(CC(=O)N/N=C/c1ccc(OC(=O)OC)c(OC)c1)S(C)(=O)=O	1.0	17	-4	0	-6	-2	22	i	4
Cn1ccnc1C1CCCCN1C(=O)c1cc(COc2ccc(F)cc2Cl)on1 (configuration not stated)	1.6	-3	-1	-1	0	-5	-3	i	7

Taken from above.
Under CendR NRP1 mod, Cc1nc(NCCc2ccc(S(N)(=O)=O)cc2)c2c3c(sc2n1)CCC3 has -36
Under Rin1 Abl inh, Cc1ccccc1NC(=S)NCC(c1cccnc1)N(C)C (configuration not stated) has 0

Screens from PubChem.
